A549 viability = kills or reduces viability of A549 cells in Nrf2 counter-screen; A549 ARE-Fluc cells, CellTiter-Fluor viability, 18-24 h; Potency, µM (series often up to 46 µM), inactives show top-dose activity change, negative = cytotoxicity, usual class: inhibitors; 390,000 tested, 0.16% active; AID 504648; also: potency is read from the fitted curve at half-maximal effect; % is scaled to controls: 0 for no effect and ±100 for the full control effect
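Cytotoxicity counterscreen: CellTiter-Fluor fluorescence was measured in A549 ARE_Fluc cells after 18-24 h of compound exposure in a concentration series. The subsequent BugLite luminescent read reports ARE-luciferase activity.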
IL-2 act = activators of IL-2; IL-2 activation reporter assay, cell-based qHTS; stimulated with anti-CD3/CD4/CD28 beads; in transgenic mouse T cells; activation, % (series mostly up to about 46 µM); 360,000 tested, 0.065% active; in the data active = activation above about 50%; inconclusive = mostly about 30% to 49%; also: 0% is about no effect
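Unstimulated transgenic mouse T cells preincubated 60 min with compound, then stimulated with anti-CD3/anti-CD4-coated beads plus anti-CD28 for 18 h at 37 degrees C. IL-2 response read as EGFP and DsRed fluorescence by plate cytometry.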
TGFb inhibitor = blocks TGF-b signaling | HepG2 CAGA-GFP TGF-b/SMAD3 reporter, GFP fluorescence, 18 h; TGF-beta stimulated, 500 pg/mL final | 410,000 tested, 1.2% active | Potency, µM (top dose mostly 46.1 µM), for the others: at the highest dose activity, negative = inhibition, most hits filed as inhibitors; also: potency is read from the fitted curve at half-maximal effect; % is scaled to controls: 0 for no effect and ±100 for the full control effect; nearly all actives have a fitted effect of over 65% in size
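Inhibition was scored as loss of TGF-beta-induced (500 pg/mL final, 18 hours, 37 degrees C) GFP in HEPG2 cells carrying a CAGA-GFP reporter, in DMEM with 1% FBS. Well GFP was summed per cell; Activity was normalised to unstimulated and stimulated DMSO wells, then concentration-response fitting.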
HepG2 tox = kills HepG2 cells in TGF-b inhibitor counter-screen; Potency, µM (titrated, usually from 46.1 µM), for inactives: at the highest dose activity change, negative = cytotoxicity, most hits filed as cytotoxic; 410,000 tested, 0.76% active; HepG2 CAGA-GFP viability, ATP luminescence, 18 h; also: potency is read from the fitted curve at half-maximal effect; some results filed as inactive show a strong effect at the top dose
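HepG2 CAGA-GFP cells (1000/well, DMEM with 1% FBS) received compound, then TGF-beta at 500 pg/mL final, and were incubated 18 hours at 37 degrees C. Viability was read by CellTiter-Glo luminescence. Media-only wells were set as complete cell-killing and DMSO as no toxicity.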
S2 tox = viability counter-screen for ATXN expression inhibitors; Potency, µM (doses to about 56.7 µM), most hits filed as cytotoxic; AID 651635; 400,000 tested, 0.49% active; S2 cells (HEK-293 line with an ATXN2-luciferase reporter) viability, CellTiter-Fluor protease fluorescence, 24 h; also: potency is read from the fitted curve at half-maximal effect; nearly all actives have a fitted effect of over 40% in size
Nrf2 activator = activators of Nrf2 (ARE) signaling; AREc32 ARE-luciferase reporter (MCF7-derived line), luminescence, 24 h; Potency, µM (titrated, usually from 46.1 µM), for the others: at the top dose activation, usual class: activators; 410,000 tested, 0.31% active; also: potency is read from the fitted curve at half-maximal effect; % of control where 0% means no effect; nearly all actives have a fitted effect of over 65% in size
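Steps: seed AREc32_Fluc cells (1000/well, 5% FBS OPTI-MEM); incubate overnight at 37 deg C; add 23 nL compound; incubate 24 hr; add Steady-Glo; hold 30 min RT; read luminescence.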
ATXN2 expr inh = inhibitors of ATXN2 expression | 360,000 tested, 0.72% active | HEK-293 ATXN2-luciferase reporter, luminescence, 24 h | Potency, µM (doses to about 57 µM), for the others: at the top dose activity change, negative = inhibition, actives largely listed as inhibitors; also: potency is read from the fitted curve at half-maximal effect; % is scaled to controls: 0 for no effect and ±100 for the full control effect; nearly all actives have a fitted effect of over 55% in size
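ATXN2-luciferase reporter cells (luciferase flanked by upstream and downstream ATXN2 gene portions) were treated 24 h at 37 °C with compounds at up to 57 uM. SteadyGlo luminescence gave expression; GF-AFC fluorescence gave viability.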
EPAC2 ag = EPAC2 (human) agonism; Q8WZA2; EPAC2 activation, biochemical qHTS; response scale: 100% = 6.5 mM cAMP response; Potency, µM (top dose mostly 154 µM), inactives show at the top dose activation, most hits filed as activators; 360,000 tested, 0.079% active; AID 720711; also: potency is read from the fitted curve at half-maximal effect; nearly all actives have a fitted effect of over 50% in size
Target sequence (Q8WZA2 whole entry, looked up): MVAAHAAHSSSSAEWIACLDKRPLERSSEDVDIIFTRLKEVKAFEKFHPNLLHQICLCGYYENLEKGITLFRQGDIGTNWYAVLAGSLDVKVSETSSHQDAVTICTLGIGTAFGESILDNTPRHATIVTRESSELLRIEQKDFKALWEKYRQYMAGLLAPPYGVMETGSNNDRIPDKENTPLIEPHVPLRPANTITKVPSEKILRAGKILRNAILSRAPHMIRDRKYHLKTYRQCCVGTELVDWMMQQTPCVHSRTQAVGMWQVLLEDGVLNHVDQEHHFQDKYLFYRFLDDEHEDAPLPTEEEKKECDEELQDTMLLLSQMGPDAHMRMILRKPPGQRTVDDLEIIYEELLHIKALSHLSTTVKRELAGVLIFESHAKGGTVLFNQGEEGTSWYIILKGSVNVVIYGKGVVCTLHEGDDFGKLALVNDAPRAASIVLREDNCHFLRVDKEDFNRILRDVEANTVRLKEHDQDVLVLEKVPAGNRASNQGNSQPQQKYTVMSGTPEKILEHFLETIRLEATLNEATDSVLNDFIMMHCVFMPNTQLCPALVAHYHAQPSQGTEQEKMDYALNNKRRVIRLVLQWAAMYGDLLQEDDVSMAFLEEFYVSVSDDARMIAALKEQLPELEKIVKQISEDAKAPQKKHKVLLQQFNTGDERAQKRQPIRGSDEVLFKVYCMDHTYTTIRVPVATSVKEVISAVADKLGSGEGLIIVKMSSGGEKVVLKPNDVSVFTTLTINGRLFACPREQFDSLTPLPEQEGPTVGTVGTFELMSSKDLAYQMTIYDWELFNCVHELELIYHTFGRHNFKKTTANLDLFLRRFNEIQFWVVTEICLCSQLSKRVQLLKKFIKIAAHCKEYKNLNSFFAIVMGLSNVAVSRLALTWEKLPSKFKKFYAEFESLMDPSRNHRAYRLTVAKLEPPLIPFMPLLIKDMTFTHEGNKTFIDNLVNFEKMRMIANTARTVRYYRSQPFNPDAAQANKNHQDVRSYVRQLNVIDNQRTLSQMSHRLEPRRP
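In this primary screen, activation is scored as increased exchange of BODIPY-GDP from Rap1B by 100 nM EPAC2, with 50 uM GDP as competitor. Signal is normalized to the 6.5 mM cAMP agonist control.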
Nrf2 inh = Nrf2 pathway inhibition; A549 ARE-Fluc reporter, luciferase luminescence, 18-24 h; Potency, µM (titrated, usually from 46 µM), inactives show top-dose activity change, negative = inhibition, most hits filed as inhibitors; 360,000 tested, 2.1% active; AID 504444; also: potency is read from the fitted curve at half-maximal effect; % is scaled to controls: 0 for no effect and ±100 for the full control effect; nearly all actives have a fitted effect of over 60% in size
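Concentration-response testing used A549 ARE_Fluc cells at 5000 cells/well. Following an 18-24 h compound incubation, viability was read by fluorescence (Ex 405/Em 525) and luciferase output by luminescence.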
Numbers without * were called inactive; i = inactive; u = inconclusive; x = not tested or not shown; & = joins results of further samples; [ ] = another dose, or the depositor's remark. Unless noted, calls follow the shape of the dose curve; as a rule, active = well fitted curve in the direction sought with a large enough effect; inconclusive = small, poorly fitted or top-dose-only effect, or another doubt; inactive = no such curve, though single readings can be large; an effect the other way counts as inactive or inconclusive.

Molecule	A549 viability	TGFb inhibitor	EPAC2 ag	IL-2 act	Nrf2 inh	S2 tox	Nrf2 activator	ATXN2 expr inh	HepG2 tox
COc1ccc2nc(NC(=O)CSc3ccccc3)sc2c1	-4.3%	-9.4%	20.8%	-0.7	x	i	1.6%	0.2%	-7.5%
COc1ccc(S(=O)(=O)N(C)C[C@@H]2Oc3ccc(NS(C)(=O)=O)cc3C(=O)N([C@@H](C)CO)C[C@H]2C)cc1	2.3%	-0.1%	1.2%	0.1	-3.2%	i	0.2%	-3.5%	-9.5%
Cc1c(C(=O)NNc2cc(=O)n(C)c(=O)n2C)cccc1[N+](=O)[O-]	1.9%	4.2%	-3.5%	-2.1	-28.1%	i	-0.1%	-12.1%	-4.3%
Cc1nc2ccccc2n1-c1ccccc1	4.1%	-2.0%	-0.5%	-0.1	5.7%	i	-0.3%	3.2%	-1.9%
Cc1nonc1C1CCCN1Cc1nc(-c2ccccc2Cl)oc1C (stereo not drawn)	12.0%	-19.4%	13.4%	0.0	-18.9%	i	3.1%	x	-7.6%
O=C(Nc1nnc(SCC(=O)N2CCCCC2)s1)C1CCCCC1	-2.2%	-0.7%	-1.2%	-0.5	-6.0%	i	-0.4%	-3.1%	-4.8%
CN(CCOc1ccc(Cl)c(Cl)c1)Cc1ccccc1	-1.7%	-15.3%	14.0%	1.6	-1.7%	i	5.2%	-3.7%	-30.2%
O=C(CN1C(=O)CCC1=O)Nc1ccc(S(=O)(=O)N2CCOCC2)cc1	-0.2%	0.0%	-10.9%	-0.1	22.1%	i	0.0%	2.9%	2.4%
CC1=C(C(=O)N(C)C)CC(CC(=O)NC(c2ccccc2)c2ccccc2)C(=O)N1Cc1ccc(C(C)(C)C)cc1 (stereo not drawn)	x	u	8.8%	-2.9	x	u	0.3%	u	-4.7%
COc1ccc(/C=C2\OC(=O)c3c(OC)cccc32)cc1OC	-4.2%	0.0%	-1.2%	0.2	u	u	4.9%	44.6%[activator]	2.1%
Cc1ccc(-c2noc(C3CCCN(S(=O)(=O)c4ccc(S(=O)(=O)N(C)C)cc4)C3)n2)o1 (stereo not drawn)	9.5%	6.5%	-19.1%	-0.8	12.7%	i	-0.2%	1.6%	1.2%
CCOc1ccc(-c2nc(-c3cccnc3)no2)cc1OCC	-1.8%	-22.5%	-5.6%	-1.3	-17.3%	i	2.3%	15.1%	-37.5%
CC(C(=O)O)N1C(=O)CSc2ncccc21 (stereo not drawn)	3.6%	11.3%	-85.1%[15.6 µM]	-0.5	u	i	0.1%	5.3%	-8.0%
OC(Cn1cncn1)c1ccc(Cl)cc1Cl (stereo not drawn)	5.4%	12.2%	15.8%	0.1	x	i	0.0%	-0.9%	7.4%
N#Cc1ccc(C(=O)N(Cc2ccco2)Cc2cccs2)cc1	-3.0%	0.9%	x	x	-10.5%	x	x	x	1.3%
Clc1ccc2c(c1)C(c1cccs1)=NNC(c1cccnc1)=N2	-5.8%	-11.8%	-18.1%	-3.3	-25.2%	i	0.5%	5.9%	-19.9%
CC(C)(C)[C@H]1COC(=O)CCCC/C=C\C[C@H](CC(=O)NCCO)C(=O)N1	-0.7%	18.6%	3.8%	-0.6	12.3%	i	-0.5%	9.7%	-19.7%
COc1cc(OC)cc(C2=Cc3ccccc3C(CC(C)=O)N2c2ccc(C#CC3(N)CCCCC3)cc2)c1 (stereo not drawn)	x	x	8.2%	-1.1	x	28.2µM*	-2.7%	u	x
COc1cc(NC(=O)C2CC(=O)NC3=C2C(=O)CC(C)(C)C3)c(OC)cc1Cl (stereo not drawn)	-10.9%	0.5%	-6.2%	0.7	-18.9%	i	-0.1%	11.2%	-25.5%
COc1cc(OC)cc(C(=O)NCC2CCCN(C(=O)c3csc(C)n3)C2)c1 (stereo not drawn)	11.7%	-6.1%	10.0%	-5.1	1.9%	i	-0.2%	-1.9%	-20.9%
CCNC(=S)NN=C1c2ccccc2-c2ccccc21	-11.6%	u	4.3%	-5.5	u	i	3.9%	-16.1%	5.4%
O=C(/C=C/c1ccccc1[N+](=O)[O-])NCc1ccc(Cl)cc1	0.1%	-0.3%	-5.5%	0.3	-4.9%	i	2.0%	-17.4%	5.9%
CCN(CC)S(=O)(=O)c1ccc2c(c1)N(CC(=O)NCCCN1CCN(c3cc(C)ccc3C)CC1)C(=O)CO2	-22.1%	u	x	x	x	15.8µM*	-0.2%	31.6µM*	15.8µM*
O=C(Nc1ccc(NC(=O)c2ccc([N+](=O)[O-])o2)cc1Cl)c1ccco1	0.0%	8.5%	9.4%	2.6	-3.0%	i	u	0.8%	-27.1%
CCCNS(=O)(=O)c1ccc(CCC(=O)NCC2CCCO2)cc1 (stereo not drawn)	-4.5%	-3.1%	3.8%	-0.5	-6.0%	i	0.0%	-25.0%	-13.4%
CC1Cc2ccccc2N1C(=O)CCN1C(=O)C2C3C=CC(C3)C2C1=O (stereo not drawn)	6.2%	26.6%	4.3%	1.6	6.5%	i	0.2%	1.7%	-2.0%
O=C1C2C3C=CC(CC3)C2C(=O)N1/N=C/c1ccc(O)cc1 (stereo not drawn)	7.5%	3.4%	9.6%	-0.1	u	i	0.8%	19.7%	-17.0%
CC(=O)Nc1ccc(S(=O)(=O)N2CCN(C(=O)CCC3CCCC3)CC2)cc1	-3.8%	0.1%	0.5%	0.9	u	i	-0.5%	0.5%	-35.6%
COc1ccc(S(=O)(=O)N(CC(=O)Nc2cccnc2)c2ccccc2OC)cc1	-3.6%	-0.4%	1.4%	0.7	2.8%	i	0.0%	3.9%	-5.2%
Cn1nc(C(F)(F)F)c(C(=O)Nc2ccc(F)cc2F)c1Cl	-2.9%	u	5.0%	0.9	-11.0%	i	0.0%	-9.7%	9.3%
CCOCC(=O)N1CCN(c2ccc([N+](=O)[O-])cc2)CC1	-10.4%	-20.4%	7.3%	-1.7	1.5%	i	0.0%	-22.4%	-5.4%
O=C1CCN(CCc2ccccc2)CCN1[C@H](CO)c1ccccc1	-1.7%	4.1%&-22.6%	5.4%	-2.9	6.1%	i	-1.6%	0.8%	2.6%&-24.7%
O=C(CNC(=O)C(c1ccccc1)c1ccccc1)OCC(=O)c1cccc2ccccc12	1.2%	20.4%	x	x	7.3%	x	x	x	0.1%
COC(=O)Cc1ccc(NC(=S)Nc2ccc(N3CCOCC3)cc2)cc1	2.6%	-0.3%	-3.6%	-1.3	-18.2%	i	0.2%	-1.3%	-22.8%
O=C(NC1CCCC1)c1ccc([N+](=O)[O-])s1	-9.4%	u	0.8%	-2.8	u	i	4.4%	-33.5%	-30.6%
COc1ccccc1NS(=O)(=O)c1ccc(C)c(C(N)=O)c1	3.9%	-1.8%	9.5%	-2.6	-11.2%	i	-0.3%	-6.1%	-1.9%
COCCn1nnnc1CN(CCCN1CCOCC1)Cc1cc2c(C)ccc(C)c2[nH]c1=O	-0.2%	-4.0%	13.7%[15.6 µM]	1.1	23.3%	i	0.3%	-13.4%	6.5%
O=c1ccc(-c2ccccc2)n[nH]1	-0.5%	u	10.8%	-0.6	7.3%	i	0.1%	3.6%	-2.4%
COc1cc(CNC[C@H]2O[C@@H](n3ccc(N)nc3=O)[C@H](O)[C@@H]2O)ccc1OCc1cccc(Cl)c1	x	0.0%	-0.2%	0.9	x	i	-0.4%	8.8%	5.8%
CN1CC2([N+](=O)[O-])CC=C(Oc3ccccc3)C([N+](=O)[O-])(C1)C2 (stereo not drawn)	-10.0%	u	11.4%	0.6	8.2%	i	-0.1%	-1.6%	-22.8%
Cc1cc(Cl)ccc1NC(=O)C(=O)N/N=C/c1ccc2c(c1)OCO2	0.5%	4.0%	-0.9%	-0.1	2.6%	i	-0.5%	-10.9%	17.0%
CCOC(=O)c1cnc(-n2nc(C)cc2C)nc1-n1nc(C)cc1C	6.0%	12.8%	4.7%	-0.6	x	i	-0.6%	4.6%	-3.5%
COc1ccc(C(CC(=O)O)NC(=O)COc2ccccc2OC)cc1OC (stereo not drawn)	0.7%	-27.7%	1.6%	-0.2	x	i	0.0%	-2.0%	-24.8%
Cc1ccccc1NC(=O)CSc1nc2c(c(-c3ccco3)c1C#N)CCCC2	9.8%	-6.8%	4.8%	0.1	x	i	-0.5%	1.4%	4.0%
CCOCCCn1c(SCC(=O)Nc2cccc(OC)c2)nc2ccccc2c1=O	-2.5%&-13.0%	-22.5%&8.8%	-5.1%	-0.4	u	u	4.1%&1.8%	u	-10.2%&7.9%
Cc1ccc(OCC(=O)NN2C(=O)c3ccccc3C2=O)cc1	-1.5%	-3.5%	13.1%	1.1	-11.6%	i	-0.3%	-1.5%	-1.5%
O=C(CSc1nnc(CNC(=O)c2ccc(F)cc2)o1)Nc1ccc2c(c1)OCO2	3.5%	-5.7%	2.0%	0.7	6.1%	i	0.4%	4.5%	0.0%
N#CCCN(C(=O)COC(=O)C1CCN(c2ccc(C(F)(F)F)cn2)CC1)c1ccc(F)cc1	1.4%	-13.3%	4.1%	0.6	-1.8%	i	3.4%	4.7%	18.2%

Three entries out of the list above, ordered by the number in IL-2 act, low to high.
| SMILES | IL-2 act |
| --- | --- |
| Cc1ccccc1NC(=O)CSc1nc2c(c(-c3ccco3)c1C#N)CCCC2 | 0.1 |
| N#CCCN(C(=O)COC(=O)C1CCN(c2ccc(C(F)(F)F)cn2)CC1)c1ccc(F)cc1 | 0.6 |
| O=C(CSc1nnc(CNC(=O)c2ccc(F)cc2)o1)Nc1ccc2c(c1)OCO2 | 0.7 |

Assay outcomes as filed in PubChem.
